Source: PubChem
Eya2 phos inh = inhibitors of human Eya2 phosphatase activity; 330,000 compounds, 0.006% hits; AID 488837; O00167; recombinant Eya2, OMFP fluorescence dephosphorylation (OMFP is methylfluorescein phosphate); Potency, µM (doses to about 76.9 µM), for the others: top-dose activity, negative = inhibition, usual class: inhibitors; note: potency is the fitted concentration of half-maximal effect; % is set by controls: 0 for no effect and ±100 for the full control effect
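Eya2 (0.2 uM) preincubated 10 min at ambient with compound, then OMFP substrate added at 50 uM; 10 min reaction in 50 mM HEPES pH 7.5, 50 mM NaCl, 5 uM MgCl2, 0.05% BSA, 1 mM DTT. Fluorescence read at Ex 485/Em 525 nm.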
BRCA1 expr up = BRCA1 expression activation; 380,000 compounds, 1.1% hits; MCF7-BRCA1-FFLuc reporter, luminescence, 48 h; response scale: scaled: vehicle 0%, 10 µM genistein 100%; Potency, µM (titrated, usually from 46.1 µM), inactives show top-dose activation, most hits filed as activators; AID 624202; note: potency is the fitted concentration of half-maximal effect; nearly all actives have a fitted effect of over 80% in size; some results filed as inactive show a strong effect at the top dose
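Reporter cells (MCF7, BRCA1 promoter-firefly luciferase) received library compounds across a concentration series for 48 h. End-point luminescence was measured and concentration-effect curves derived after normalization.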
ASM inhibitor = blocks human secretory acid sphingomyelinase. P17405. placental ASM, HMU-PC fluorogenic substrate, 60 min. Potency, µM (highest dose often 57.5 µM), without a hit: at the highest dose activity change, negative = inhibition, most hits filed as inhibitors. 340,000 compounds, 0.006% hits. AID 504937; note: potency is the fitted concentration of half-maximal effect
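Steps: dispense placental human ASM, pin compound, wait 10 min at room temperature, add HMU-PC0 substrate at 9 uM final, incubate 60 min at 37 °C, add stop solution raising pH to 10, read fluorescence.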
uPA surface inh = inhibitors of cell surface uPA generation; cell surface uPA generation assay, qHTS; 330,000 compounds, 0.31% hits; AID 540303; Potency, µM (top dose mostly 38.3 µM), for inactives: top-dose activity change, negative = inhibition, hits mostly inhibitors; active = well fitted inhibition curve with a large enough effect; inconclusive = small, poorly fitted or top-dose-only effect; inactive = no such curve, though single readings can be large or run the other way; tested in mouse RAW 264.7 cells; note: potency is the fitted concentration of half-maximal effect; % is set by controls: 0 for no effect and ±100 for the full control effect; nearly all actives have a fitted effect of over 55% in size
B2AR arrestin = recruits beta-arrestin to the human beta2-adrenergic receptor; beta-arrestin recruitment to beta2AR, cell-based reporter; AID 492947; 330,000 compounds, 0.02% hits; Potency, µM (highest dose often 46.1 µM), without a hit: at the top dose activation, usual class: activators; P07550;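 note: potency is the fitted concentration of half-maximal effect; 0% = DMSO controls and full agonism = EC100 isoproterenol or metaproterenol; nearly all actives have a fitted effect of over 65% in size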
ELG1 genotox = genotoxicity induction in ELG1-luciferase HEK293T cells; HEK293T ELG1-luciferase reporter, luminescence, 16 h; Potency, µM (titrated, usually from 46 µM), inactives show at the highest dose activity change, positive = activation, actives largely listed as activators; 330,000 compounds, 1.3% hits; note: potency is the fitted concentration of half-maximal effect; % of control where 0% means no effect; nearly all actives have a fitted effect of over 60% in size
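After overnight (16 hr) compound treatment at 37 °C, ELG1-luciferase HEK293T cells were lysed with ONE-Glo; luminescence quantified 30 min later at room temperature.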
USP2a block = inhibitors of human ubiquitin-specific protease USP2a | USP2 core, Ub-CHOP2 coupled fluorogenic reporter, 485/531 | O75604 | 330,000 compounds, 0.01% hits | Potency, µM (series often up to 38.3 µM), for inactives: at the highest dose activity change, negative = inhibition, usual class: inhibitors;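 note: potency is the fitted concentration of half-maximal effect; plate controls were DMSO wells for no effect and full inhibition by NEM control for full effect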
Target sequence (O75604 whole entry, looked up): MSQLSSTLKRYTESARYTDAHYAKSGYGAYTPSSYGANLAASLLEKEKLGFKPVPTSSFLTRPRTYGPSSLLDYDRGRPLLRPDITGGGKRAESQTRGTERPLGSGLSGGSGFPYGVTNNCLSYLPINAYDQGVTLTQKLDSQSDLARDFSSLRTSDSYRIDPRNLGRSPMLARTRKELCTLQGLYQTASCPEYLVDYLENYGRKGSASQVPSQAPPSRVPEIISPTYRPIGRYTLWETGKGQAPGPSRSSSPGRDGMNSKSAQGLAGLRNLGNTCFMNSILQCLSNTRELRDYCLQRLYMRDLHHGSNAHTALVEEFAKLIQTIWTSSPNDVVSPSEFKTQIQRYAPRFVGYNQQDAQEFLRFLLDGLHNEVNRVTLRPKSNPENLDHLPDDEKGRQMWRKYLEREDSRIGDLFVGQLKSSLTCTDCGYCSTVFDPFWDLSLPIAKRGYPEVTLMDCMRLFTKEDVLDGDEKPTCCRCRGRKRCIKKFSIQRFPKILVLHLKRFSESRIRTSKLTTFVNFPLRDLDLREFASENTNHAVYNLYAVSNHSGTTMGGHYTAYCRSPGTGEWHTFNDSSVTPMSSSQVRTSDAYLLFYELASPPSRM
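Deubiquitinase activity read as fluorescence (485/531 nm) after Ub-CHOP2 cleavage activates the enterokinase reporter on its substrate; USP2 core 10nM, Ub-CHOP2 and substrate 25nM each, 30min compound preincubation then 60min RT; data normalized to NEM, curves fitted.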
TRPV1 agonist = activates the human vanilloid receptor TRPV1. Q8NER1. TRPV1-expressing cells, Fluo-8 calcium influx, agonist mode. activation, % at 8.33 µM. 320,000 compounds, 0.19% hits. AID 540275; in the data active = activation above about 80%; inconclusive = between about 30% and that limit; note: 0% is about no effect
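Fluo-8 calcium influx in TRPV1-expressing cells, kinetic read (ex 480/em 520 nm). Compound added and read 3 min for agonist activity, followed by capsaicin at EC20 final and 2 min further read for enhancement.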
Integrin act MD = activates integrin-mediated alleviation for muscular dystrophy; alpha7betagal myoblasts, beta-gal FDG fluorescence, 48 h; Potency, µM (doses to about 38.3 µM), inactives show at the top dose activation, most hits filed as activators; 350,000 compounds, 0.064% hits;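 note: potency is the fitted concentration of half-maximal effect; 100% = response of the positive control SU9516; nearly all actives have a fitted effect of over 60% in size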
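Alpha7betagal+/- myoblasts (passage 13) were plated 16-24 hr, then exposed to compounds (1:260 dilution of DMSO stock) for 48 hours at 37C. After MPER lysis, β-galactosidase reporter activity was read as FDG fluorescence (ex 480/em 540) after 30 minutes.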
TSG101-PTAP inh = blocks PTAP/TSG101 interaction to inhibit HIV-1 budding; Fluorescence polarization, FITC-PTAP peptide / Tsg101 binding; Potency, µM (series often up to 115 µM), for the others: top-dose activity change, negative = inhibition, usual class: inhibitors; 340,000 tested, under 10 active; Q99816; active = well fitted inhibition curve with a large enough effect in the main read-out, with a control signal flat, not every such curve was filed as active; inconclusive = small, poorly fitted or top-dose-only effect, or effect the other way, or a change in a side signal; inactive = no such curve, though single readings can be large or run the other way; note: potency is the fitted concentration of half-maximal effect; % of control where 0% means no effect
Target sequence (Q99816 whole entry, looked up): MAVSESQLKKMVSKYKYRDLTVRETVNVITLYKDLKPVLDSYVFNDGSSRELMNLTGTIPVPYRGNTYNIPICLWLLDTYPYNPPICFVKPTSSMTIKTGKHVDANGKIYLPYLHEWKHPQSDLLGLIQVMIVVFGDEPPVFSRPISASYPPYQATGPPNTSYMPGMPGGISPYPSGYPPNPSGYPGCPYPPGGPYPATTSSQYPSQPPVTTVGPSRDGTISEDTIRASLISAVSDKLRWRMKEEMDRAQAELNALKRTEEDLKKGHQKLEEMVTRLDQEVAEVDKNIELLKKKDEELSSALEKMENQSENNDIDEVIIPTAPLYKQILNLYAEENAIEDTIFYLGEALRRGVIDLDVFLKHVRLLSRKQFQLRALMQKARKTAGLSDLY
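Compounds were pin-transferred onto Tsg101 binding domain (10 uM final) in HEPES pH 7.5 buffer, then FITC-PTAP peptide was added at 50 nM final. After 20 min at RT, polarization reported peptide displacement across a qHTS concentration series.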
p53 reactivator = restores transcriptional activity of mutant p53. H1299 p53-A138V BP100-luciferase reporter, luminescence, 24 h. Potency, µM (doses to about 92.2 µM), for the others: top-dose activity change, positive = activation, hits mostly activators. 320,000 compounds, 0.063% hits. AID 504706; note: potency is the fitted concentration of half-maximal effect; % of control where 0% means no effect; nearly all actives have a fitted effect of over 45% in size
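H1299 (p53-null), stable ts p53-A138V + BP100-Luc; 1000 cells/well, Opti-MEM/10% FBS; cpd 4 pt, 1:5; 24 h, 37 deg C, 5% CO2; detection reagent 10 min RT; luminescence.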
Starred values were filed as active, the others as inactive; ? = inconclusive; · = no result given; [ ] = remark or other dose. Unless noted, calls come from the whole dose curve; as a rule, active = well fitted curve in the direction sought with a large enough effect; inconclusive = small, poorly fitted or top-dose-only effect, or another doubt; inactive = no such curve, though single readings can be large; an effect the other way counts as inactive or inconclusive. Compounds as they come, and some 2.6% of all compounds hit somewhere here.

SMILES	Eya2 phos inh	BRCA1 expr up	ASM inhibitor	uPA surface inh	B2AR arrestin	ELG1 genotox	USP2a block	TRPV1 agonist	Integrin act MD	TSG101-PTAP inh	p53 reactivator
COc1ccc(/C=C2\SC(=S)N(NS(=O)(=O)c3ccc(C)cc3)C2=O)c(OC)c1	-5%	-2%	-28%	1%	0.2%	4%	?	0	0%	0%	-12%
CCc1cc(-c2n[nH]c(=S)n2C(C)c2ccccc2)cs1 (configuration not stated)	16%	-3%	-1%	·	0.4%	0%	11%	-3	-27%[7.66 µM]	-7%	-1%
S=c1[nH]c2ccccc2o1	6%	-10%	1%	3%	0.1%	2%	1%	-4	2%	1%	-12%
CCOC(=O)c1c(CN2CCCCC2)n(C)c2cc(Br)c(O)c(CN(C)C)c12	-6%	0%	1%	?	-1.0%	-9%	0%	·	0%	-7%	5%
CCOC(=O)C1CCN(C(=O)NC23CC4CC(CC(C4)C2)C3)CC1	11%	6%	0%	-13%	0.0%	-1%	1%	-4	0%	-8%	-4%
Cn1c(Cl)c(/C=N/OC(=O)c2ccccc2Cl)c2ccccc21	8%	-17%	-2%	-2%	-0.6%	-2%	0%	1	4%	-1%	-4%
CCOC(=O)CN(C(=O)Cn1nnc(-c2ccc(C)cc2)n1)C(CC)C(=O)NC1CCCC1 (configuration not stated)	-12%	-1%	-4%	3%	-0.3%	1%	3%	2	-8%	·	-8%
C[C@H](Nc1ccc(C(F)(F)F)cc1[N+](=O)[O-])C(=O)O	-24%	15%	-2%	-16%	-0.8%	-4%	7%	2	18%	-6%	?
COc1ccc(OC)c(NC(=O)C2CCCN(S(=O)(=O)c3cccc4cccnc34)C2)c1 (configuration not stated)	-1%	2%	-8%	8%	-1.6%	-10%	-4%	·	2%	0%	-10%
COCCCNc1cc(C)nc2ccccc12	-8%	-24%	-2%	5%	-0.5%	-1%	1%	2	-4%	-6%	2%
COc1ccc(C)cc1NC(=O)Nc1cccc(C)c1	-2%	-1%	-4%	2%	-0.5%	-4%	0%	-1	4%	0%	0%
Cc1cc(Cl)c(S(=O)(=O)Nc2ccc3c(c2)OCCO3)cc1OCC(N)=O	20%	2%	2%	0%	-0.2%	23µM*	0%	0	-6%	-3%	3%
Cc1ccc(Nc2nc(N)nc(-c3oc4ccccc4c3C)n2)cc1	2%	-14%	-2%	-5%	-0.2%	9.2µM*	1%	3	0%	-3%	17%
Clc1ccc(-c2nc(Cc3ccccc3Cl)no2)cc1	-16%	73%	1%	-1%	0.3%	11%	2%	-1	15%	-2%	?
COc1cc(/C(C)=N/N2CCN(c3ccccc3OC)CC2)ccc1O	1%	60%	2%	3%	-0.6%	0%	-5%	3	4%	-7%	?
FC(F)Sc1ccc(N=C2NN=C(c3ccc4c(c3)OCCO4)CS2)cc1	3%	0%[1.84 µM]	?	-10%	0.3%	2%	-2%	-3	-70%[inhibitor]	-3%	?
CN(C)C(=O)c1ccccc1-c1ccccc1	16%	2%	4%	-4%	-0.1%	2%	1%	-1	1%	-3%	-4%
O=C(COC(=O)C1Cc2ccccc2CN1C(=O)c1ccccc1)Nc1ccc(SC(F)F)cc1 (configuration not stated)	3%	-12%	-8%	2%	-0.3%	0%	-6%	0	9%	-2%	-16%
CCc1ccc(N2CCN(CCNC(=O)Nc3ccc(OC)cc3)CC2)cc1	12%	-1%	2%	10%	-0.5%	1%	1%	12	0%	1%	24%
Cc1cccn2c(CN(C)C3CCOC3)c(C(=O)N3CCCCC3)nc12 (configuration not stated)	-5%	-15%	1%	1%	-0.4%	1%	-1%	6	9%	0%	0%
Cc1cc(N=Nc2ccccc2)cc(C)c1NC(=O)C(F)(F)F	·	?	-11%	2%	·	·	·	·	8%	-4%	·
CCOC(=O)CN1N=C(/C=C/c2ccc(OC)cc2)CCC1=O	?	28%	-5%	-3%	-0.2%	6%	0%	·	29%	-2%	0%
COc1ccc(S(=O)(=O)N2CCN(c3ccc(F)cc3)CC2)cc1C(=O)N1CCOCC1	-26%	-11%	2%	0%	0.1%	-6%	-1%	2	-9%	1%	-3%
CCCCn1c(NC(=S)Nc2ccccc2)nc2ccccc21	3%	-97%	-11%	-12%	-0.9%	?	0%	1	3%	-16%	?
Cc1ccc(C(=O)NCCNC(=O)c2ccc(C)o2)o1	-8%	3%	1%	9%	0.3%	0%	0%	-4	-21%	-3%	-13%
Additional structures.
SMILES	Eya2 phos inh	BRCA1 expr up	ASM inhibitor	uPA surface inh	B2AR arrestin	ELG1 genotox	USP2a block	TRPV1 agonist	Integrin act MD	TSG101-PTAP inh	p53 reactivator
Cc1ccccc1C(=O)NNC(=O)CSc1nc(-c2ccccc2)cc(=O)[nH]1	19%	57%	1%	-6%	-0.2%	6%	2%	0	-1%	-11%	-5%
CCOc1ccc(NC(=O)Cn2cc(C(C)=O)c3ccccc32)cc1	-2%	0%	-4%	1%	-0.5%	-9%	1%	-4	0%	-3%	4%
N#Cc1ccc(N2Cc3ccccc3C2=NC(=O)c2cccnc2Cl)cc1	1%	13µM*	-5%	?	?	10%	-1%	-1	0%	-4%	27%
CC(=O)c1cnn(-c2cc(Oc3ccc(F)cc3)ncn2)c1C	7%	15%	3%	-1%	0.0%	11%	2%	-2	1%	-2%	0%
CCc1cc2ccc(OC)cc2nc1SCC(=O)Nc1cc(C)on1	6%	-59%	-2%	-4%	-0.1%	19%	-1%	-2	1%	-3%	0%
COC(C(=O)NCc1ccc(C)cc1)c1ccccc1 (configuration not stated)	-5%	13%	1%	16%	-0.3%	-2%	1%	10	13%	-6%	1%
CC(=O)OCC(=O)[C@H]1CC[C@H]2[C@@H]3CC=C4C[C@@H](O)CC[C@]4(C)[C@H]3CC[C@]12C	0%	3%	-2%	0%	-1.2%	-3%	1%	2	·	0%	2%
CNC(=O)c1cc(C(=O)c2c(Cl)cccc2Cl)c[nH]1	4%	-14%	2%	9%	0.4%	10%	0%	-1	?	-3%	4%
Cc1ccc(S(=O)(=O)N2CCN(S(C)(=O)=O)C2)cc1	12%	2%	1%	9%	0.4%	-2%	1%	-4	0%	-6%	0%
O=C(COC(=O)c1ccc2[nH]c3c(c2c1)CCCC3)NC1CCS(=O)(=O)C1 (configuration not stated)	-5%	-20%	5%	-5%	0.0%	-11%	3%	1	2%	1%	-6%
CCOC(=O)CSc1ccc(S(=O)(=O)N2CCC(C)CC2)cc1[N+](=O)[O-]	1%	-1%	-2%	13%	-2.0%	0%	2%	9	6%	0%	0%
O=C(CC(Nc1ccc(F)cc1)C(=O)OCC(=O)c1cccs1)c1ccccc1 (configuration not stated)	8%	47%	-2%	-2%	0.2%	?	0%	3	-16%	-2%	?
CC(C)(C)c1cc2nc3c(c(=O)n2[nH]1)CN(Cc1ccccc1)C3=O	0%	1%	173%[activator]	20%	0.2%	0%	1%	4	?	-5%	0%
CCc1nc2nc(C)c(NS(=O)(=O)c3ccc(Br)s3)c(=O)n2[nH]1	-5%	-8%	-2%	-1%	-0.4%	0%	-4%	6	6%	-18%	1%
Cc1oc2ccc(OS(C)(=O)=O)cc2c1C(=O)OC(C)C	-3%	-10%	-1%	-2%	0.5%	-11%	4%	9	9%	-6%	7%
CCOC(=O)c1sc(N/N=C/c2cc(Br)c(O)c(OC)c2)nc1C	-1%	-44%	233%[activator]	-11%	-0.9%	0%	-6%	23	8%	2%	·
CC1CCN(C(=O)C2CCN(c3nnc(-n4cccc4)s3)CC2)CC1	-10%	0%	-1%	-10%	0.0%	-6%	3%	?	19%	-7%	2%
Cc1ccc(-c2nn3nnnc3c3ccccc23)cc1C	20%	-38%	-1%	·	3.2%	-4%	1%	15	-2%	-6%	4%
Cc1cc(C(=O)OCC(=O)N2CCOCC2)c2ccccc2n1	16%[15.4 µM]	-40%	1%	6%	-0.9%	-5%	1%	0	9%	-3%	2%
O=C(Nc1nnc(-c2ccco2)o1)c1ccc2ccccc2c1	-6%	-11%	-7%	-3%	-0.1%	?	-2%	-3	-17%	-5%	?
CC1=NN2C(=N)/C(=C\c3cc(C)n(-c4ccc(C)cc4)c3C)C(=O)N=C2S1	19%	2%	49%[activator]	12%	0.4%	6%	1%	-4	15%	1%	-4%
O=C(CCn1c(=O)c2sccc2n(CC(=O)NCc2ccco2)c1=O)NCc1ccccc1	-9%	10%	-1%	1%	0.3%	1%	1%	-1	-8%	·	-13%

Arranged by value in B2AR arrestin (largest number first): three from the list above
Molecule	B2AR arrestin
Cc1ccc(-c2nn3nnnc3c3ccccc23)cc1C	3.2%
O=C(COC(=O)c1ccc2[nH]c3c(c2c1)CCCC3)NC1CCS(=O)(=O)C1 (configuration not stated)	0.0%
CCc1nc2nc(C)c(NS(=O)(=O)c3ccc(Br)s3)c(=O)n2[nH]1	-0.4%
